mcGAS lum = mouse cGAS inhibition by luminescence; Q8C6L5; recombinant cGAS, Kinase-Glo ATP depletion luminescence; inhibition, % at 12.5 µM; 160,000 compounds, 0.15% hits; AID 1259399;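 also: 0% = negative control wells and 100% = reference inhibitor with no enzyme activity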
hcGAS inh = blocks human cGAS activity; Q8N884; recombinant h-cGAS, ATP depletion, Kinase-Glo luminescence; inhibition, % at 12.5 µM; 290,000 compounds, 0.081% hits; AID 1259398;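 also: 0% = vehicle reaction and 100% = reaction without DNA for no activity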
Target sequence (Q8N884 whole entry, looked up): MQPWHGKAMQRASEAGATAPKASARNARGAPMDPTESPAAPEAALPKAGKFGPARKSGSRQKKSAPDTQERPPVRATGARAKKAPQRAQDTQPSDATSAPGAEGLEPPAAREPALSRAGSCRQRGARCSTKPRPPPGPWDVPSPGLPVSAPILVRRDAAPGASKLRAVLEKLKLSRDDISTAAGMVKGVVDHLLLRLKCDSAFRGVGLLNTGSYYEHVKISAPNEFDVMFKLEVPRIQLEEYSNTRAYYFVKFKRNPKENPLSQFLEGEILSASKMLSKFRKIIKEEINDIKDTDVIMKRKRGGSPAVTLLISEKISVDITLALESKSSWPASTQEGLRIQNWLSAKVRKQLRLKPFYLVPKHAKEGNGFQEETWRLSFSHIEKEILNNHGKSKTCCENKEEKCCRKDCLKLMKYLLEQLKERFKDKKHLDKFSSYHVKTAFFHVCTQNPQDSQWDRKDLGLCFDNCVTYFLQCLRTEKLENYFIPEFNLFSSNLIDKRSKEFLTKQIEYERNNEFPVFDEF
NPYLR7 ag = mosquito NPYLR7 agonism; HEK293T NPYLR7/Galpha15, GCaMP6s calcium fluorescence; activation, % at 10 µM; 270,000 compounds, 0.15% hits; AID 1259423; in the data active = activation above about 40%;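 also: 0% = vehicle and 100% = reference agonist at the receptor; some compounds past the cut are filed as inactive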
* = called active by the depositor; nt = not tested or not shown; & = joins results of further samples. Rule as the data show it, unless noted: active = inhibition above about 40%; inactive = the rest.

Values in the order: mcGAS lum | hcGAS inh | NPYLR7 ag
> Cc1cc(O)c(CNC2(c3ccc(F)cc3)CCOCC2)cc1C
    nt | -4 | 0
> COCc1cnc2c(c1SCC(N)=O)c(=O)n(C)c(=O)n2C
    -6 | 0 | 2
> Cc1cccc(NC(=O)c2cccc(S(=O)(=O)Nc3ccccc3C(=O)O)c2)c1
    0 | 1 | -19
> Cc1cc(C(=O)NCc2ccc(NC(=O)NC(C)C)cc2)nn1C
    -6 | -10 | -3
> COc1ccc(C2=NNC3=Nc4ccccc4OC3C2)cc1 (stereo unspecified)
    nt | 2 | -6
> Cc1ccc(NCc2cccnc2)cc1N1CCOC1=O
    nt | -2 | -24
> O=C(NC(c1ccc(Cl)cc1)c1ccsc1)C1CCCO1 (stereo unspecified)
    nt | -6 | 3
> NC(=S)N(c1ccccc1)c1ccccc1
    -2 | -2 | -2
> COc1ccc(CCNC(=O)Cn2ncn3nc4c(c3c2=O)CCCC4)cc1OC
    -8 | -5 | -3
> O=C(Oc1coc(CSc2ncccn2)cc1=O)c1ccc(Cl)c([N+](=O)[O-])c1
    -6 | -4 | -12
> O=C(O)C1CC(=O)N(CCn2ccnc2)C1 (stereo unspecified)
    nt | -6 | 4
> CC(c1cccc(-c2nc3ccccc3cc2CO)c1)N1CCCC1 (stereo unspecified)
    -8 | -6 | 1
> C#CCN(C)c1nc(-c2ccc(OC)cc2)ncc1C(=O)OCC
    -7 | -7 | -7
> O=C1CCC(NS(=O)(=O)c2ccccc2-c2ccccc2)CN1 (stereo unspecified)
    nt | -18 | 4
> CCc1cccc2c(C(CC(=O)NCCCOC)c3cccc(F)c3)c[nH]c12 (stereo unspecified)
    -7 | -8 | 21
> Cc1c(C(=O)Nc2nc3c(s2)CN(C(=O)OC(C)(C)C)CC3)oc2ccc(F)cc12
    -2 | 2 | 1
> CC(=O)Nc1ccc(Cl)c(C(=O)NC[C@H]2C[C@H]3C=C[C@H]2C32CC2)c1
    -12 | -7 | 32
> COc1cc(C=NNC(=O)c2cc(-c3ccc(Cl)cc3)n[nH]2)cc(OC)c1OC
    1 | 5 | 0
> COc1ccc(C(Nc2cccc(F)c2C#N)c2nccn2C)cc1 (stereo unspecified)
    nt | -9 | 1
> CN(Cc1ccc2nccnc2c1)Cc1cc2n(n1)CCCNC2
    nt | -4 | 2
> CC(C)(C)c1cc2nc(-c3ccc(F)cc3)cc(C(=O)N3CCc4ccccc4C3)n2n1
    -9 | -7 | -3
> Cc1cccc(N2C(=O)CSC2c2cccc(NS(=O)(=O)c3ccc(Br)cc3)c2)c1 (stereo unspecified)
    -5 | -7 | 8
> O=C(c1ccc(O)c(Cl)c1)N1CCN(c2cnccn2)CC1
    nt | -8 | 0
> Brc1ccc(-c2ccc(CN3CCNCC3)s2)cc1
    -8 | -11 | 4
> Cc1ccc(C)c(NC(=O)CSc2nc(=O)n(Cc3cccnc3)c3c2CCCC3)c1
    -8 | -5 | -4
> COc1ccc(NC2CCCN(C(=O)CSC)C2)cc1OC (stereo unspecified)
    nt | -4 | 1
> CCOC(=O)C1CCN(Cc2nc3sc(C)c(C)c3c(=O)[nH]2)CC1
    -4 | -1 | 11
> CCOC(=O)CC1CCCCN1Cc1nnc(C)s1 (stereo unspecified)
    -16 | -4 | 3
> Cc1ccc(-n2c(=O)c3ccccc3n3c(SCC4CCCO4)nnc23)cc1 (stereo unspecified)
    -7 | -3 | 2
> CCOC(=O)C(C#N)C1(c2ccsc2)CCCCC1 (stereo unspecified)
    nt | 15 | -9
> COc1ccc(CN(Cc2ccc(F)cc2)Cc2nc(C(=O)NCC3CC3)co2)cc1
    0 | 2 | -8
> CC(C)NC(=O)Nc1ccc(N(C)C)c(CN(C(=O)C(C)C)C(C)C)c1
    -4 | -6 | -5
> CC(C)C(O)Cc1ccccc1Br (stereo unspecified)
    -12 | -4 | 9
> COc1ccc(NC(=O)N(Cc2nc(C(=O)N3CCN(C/C=C/c4ccccc4)CC3)cs2)C(C)C)cc1
    -5 | -1 | 10
> O=C(Nc1ccc(OCc2ccccc2)cc1)C1CC12c1ccccc1-c1ccccc12 (stereo unspecified)
    3 | 4 | 4
> COc1cc(C(=O)NC2CCCCC2C(C)(C)C)ccc1OCC(N)=O (stereo unspecified)
    nt | -16 | -8
> Cc1cn2c3c(=O)n(Cc4cccc(Cl)c4)c(=O)n(C)c3nc2n1CCO
    nt | -6 | 9
> CCCN1CCC(C(=O)NC(c2ccc(Cl)cc2)c2ccccn2)CC1 (stereo unspecified)
    -2 | -3 | 12
> NC1CC(=O)N(C2CCCCCC2)C1 (stereo unspecified)
    nt | 4 | -2
> CC1(Cc2cccc(C(F)(F)F)c2)C(=O)Nc2ccc(OC(F)(F)F)cc21 (stereo unspecified)
    -3 | -2 | 2

Individual results from the entries so far:
`Brc1ccc(-c2ccc(CN3CCNCC3)s2)cc1` @ NPYLR7 ag: 4
`Cc1cc(O)c(CNC2(c3ccc(F)cc3)CCOCC2)cc1C` @ hcGAS inh: -4

Remaining list, next part.
Values in the order: mcGAS lum | hcGAS inh | NPYLR7 ag
> N=c1c2c(-c3ccccc3)c(-c3ccccc3)oc2ncn1CCCO
    -5 | 3 | -8
> O=S(=O)(Cc1noc(-c2ccccc2)n1)c1cccc(Cl)c1
    nt | -10 | 5
> Cc1ccc(C2C(C#N)C(=N)SC(=N)C2C#N)o1 (stereo unspecified)
    6&25 | 12&14 | 12&15
> O=C(Nc1nnc(CCSc2cc(Cl)ccc2Cl)s1)c1cccs1
    4 | -2 | -9
> CC1CSC(N(C(=O)c2cccc(S(=O)(=O)N3CCCCC3)c2)c2ccc(Cl)cc2)=N1 (stereo unspecified)
    -7 | -7 | -3
> CCOc1ccccc1NC(=O)c1c(NC(=O)c2ccccc2Cl)sc2c1CCCC2
    -7 | -5 | 1
> CCN1CCCC(NC(=O)c2nnn(-c3cccc(OC)c3)c2C)C1 (stereo unspecified)
    -1 | -4 | 0
> CC(=O)c1cccc(OCc2cc(C(=O)N3CCCCCCC3)n[nH]2)c1
    nt | -11 | 5
> CCCNC(=O)C1(C)CCCN(Cc2ccccc2C#N)C1 (stereo unspecified)
    -2 | 1 | 6
> COC(=O)Cn1ccc(NC(=O)CNC(=O)c2ccccc2)n1
    2 | 0 | -6
> CC(C)c1nccc(C(=O)NCc2nncn2C2CCCCC2)n1
    nt | -9 | -1
> CCOCCCn1c(C)c(C)n2c3c(=O)n(Cc4ccc(C)cc4)c(=O)n(C)c3nc12
    -2 | -4 | 11
> CC(C)c1cc(=O)[nH]c(-n2nc(-c3cccs3)cc2NC(=O)c2ccc(Br)o2)n1
    nt | -3 | -4
> COc1ccc(-c2noc(-c3c(SC)nn(CC(=O)NCc4ccc(C)cc4)c3N)n2)cc1OC
    -5 | -2 | -10
> CCOc1ccccc1C1c2[nH]c3ccccc3c2CCN1C(=O)c1cccc(C)n1 (stereo unspecified)
    0 | 8 | -2
> CCOC(=O)CSc1nnc(-c2ccccc2)c2sc(C)nc12
    -6 | -5 | 0
> CCOC(=O)N1CCC(NC(=O)Cn2nc([N+](=O)[O-])c(Br)c2C)CC1
    -7 | -5 | -3
> CN(CCOc1ccc(F)cc1)C(=O)CCCc1cccs1
    nt | -4 | 2
> CCCc1c(C(=O)N2CCOCC2)cnn1-c1cccc(C)c1
    -5 | -8 | 22
> Cc1nn(-c2ccccc2)c(C)c1/C=N\N1CCN(C)CC1
    nt | -5 | -5
> O=C(Nc1nnc(C2CC2)s1)C1(c2ccc(F)cc2)CCC1
    -5 | -11 | 6
> CCOc1ccccc1NC(=O)NCC(=O)N1CCC(C(=O)NCc2cccc(OC)c2)CC1
    2 | 6 | -14
> CC1=C(C(=O)OC(C)C)C(c2ccccc2OCc2ccccc2)C2=C(CCCC2=O)N1 (stereo unspecified)
    -9 | -5 | 0
> CC(=O)N1CCSC1c1cccc(OCc2ccccc2)c1 (stereo unspecified)
    -5 | -5 | 31
> Cc1ccc(-n2cc(CN3CCN(c4cnccn4)CC3)c(-c3cccc(C)c3)n2)cc1
    -2 | 0 | -4
> O=C(NCCCN1CCOCC1)C(C1CCCC1)N1CCN(C(=O)C2CC2)CC1 (stereo unspecified)
    -4 | -6 | -2
> CC(C)C(NC(=O)OC(C)(C)C)C(=O)NS(=O)(=O)c1cccnc1 (stereo unspecified)
    nt | -7 | 5
> CCOC(=O)CNC(=O)N1CCN(c2cc(Oc3ccc(Cl)c(C)c3)ncn2)CC1
    -4 | -5 | -10
> COc1ccc(-n2nc3c(c2NC(=O)/C=C\c2ccc4c(c2)OCO4)CS(=O)(=O)C3)cc1
    nt | -7 | -6
> CC1=Nc2ncnn2C(c2ccccc2)/C1=N/O (stereo unspecified)
    nt | -5 | -1
> O=C(NCCNC(=O)C1CCN(C(=O)COc2ccccc2)CC1)c1ccccc1
    -9 | -5 | nt
> COc1cc2c(cc1OC)C(c1ccc(F)cc1)N(C(=O)c1cc(C)oc1C)CC2 (stereo unspecified)
    -10 | -8 | 2
> COc1ccc(N2CCN(c3ncnc4[nH]ncc34)CC2)cc1
    nt | -1 | 15
> O=C(Nc1ccc2nc([C@@H]3O[C@H](CO)[C@@H](O)[C@H]3O)[nH]c2c1)C1Cc2ccccc2O1 (stereo partly specified)
    -4 | -2 | 14
> CC(=CC(=O)O)C12CC3CC(CC(C3)C1)C2
    nt | 1 | 1
> COc1cccc(-c2ccc(C(=O)N3CCNCC3C(=O)NC3CC3)o2)c1 (stereo unspecified)
    nt | -4 | -5
> COc1cc2c(cc1OC)C(C#N)=NC(C)(C)C2
    nt | -7 | 1
> FC(F)(F)c1ccccc1CN1CCC(OC2CCOC2)CC1 (stereo unspecified)
    nt | -6 | 10
> CN(Cc1nccn1Cc1ccccc1)C(=O)c1cc(C2CC2)[nH]n1
    nt | -4 | 1
> COc1ccc2c(c1)CCc1c(-c3ccc(C(=O)NC4Cc5ccccc5C4)cc3)n[nH]c1-2
    -5 | -3 | 21
> S=C(NCc1ccccc1)NNC(=S)NC1CC2CCC1C2 (stereo unspecified)
    -10 | -5 | 5
> FC(F)(F)CCc1ccnc(NCCc2cnc[nH]2)n1
    -1 | -6 | 1
> C=S(C)NC(=O)c1ccc[n+](C)c1 (stereo unspecified)
    -7 | -4 | 6
> Cc1ccccc1N1CCN(Cc2cc(C#CCO)cs2)C(C)C1 (stereo unspecified)
    nt | -4 | 20
> CN(CC1CCOCC1)C(=O)CC1C(=O)NCCN1CC(c1ccccc1)c1ccccc1 (stereo unspecified)
    nt | -2 | 4
> FC(F)(F)c1ccc(C2CC(c3cccs3)=Nc3nnnn32)cc1 (stereo unspecified)
    nt | -1 | 1
> COC(=O)c1cc2c(=O)n(N)ccc2nc1C
    nt | -4 | 7
> O=C(c1ccncc1)N1CC[C@@H](N2CCN(c3ccccc3F)CC2)[C@H](O)C1
    nt | -1 | 3
> Cc1nc(SC(C)C(=O)Nc2ccnn2C(C)C)c2ccccc2n1 (stereo unspecified)
    nt | -4 | 8
> CCOC(=O)[C@@H]1CCCC[C@@H]1NC(=O)CCC(=O)N1CCc2ccccc2C1
    -5 | -3 | -3
> CCCC12CN(C(=O)c3ccccc3-n3cccc3)CC1C(=O)NC(=O)N2 (stereo unspecified)
    -4 | -7 | -7
> Cc1ccc(CN(Cc2nc(C(=O)NCc3ccncc3)co2)C(C)C(C)C)c(C)c1 (stereo unspecified)
    -9 | -7 | 4
> O=C(N=C1N=C2C=CC=CN2Cc2ccccc21)c1cc2c(s1)CCCC2
    nt | -7 | 3
> O=C(Cc1c[nH]c2ccccc12)N1CCN(c2ncccn2)CC1
    -4 | -8 | -4
> CC(C)NC(=O)N(Cc1ccc(F)cc1F)CC1CC(c2ccc(F)cc2F)=NO1 (stereo unspecified)
    -9 | -6 | 2
> COc1cccc(CO[C@]2(C(=O)NCCN(C)C)CC(OCc3cccc(OC(F)(F)F)c3)[C@H](O)[C@H](O)C2)c1 (stereo partly specified)
    1 | 1 | -28
> CCCCCn1c(CCNC(=O)C(C)C)nc2ccccc21
    -8 | -4 | 0
> COC(=O)c1ccnc(NS(=O)(=O)c2cccc(Cl)c2)c1
    nt | -5 | -2
> Cn1cc(S(=O)(=O)N2CCC(Cc3ccccc3)CC2)c(=O)n(C)c1=O
    -8 | -7 | 1
> CC(C)N1CCC(NC(=O)C2CCN(S(=O)(=O)c3cccc(C(F)(F)F)c3)CC2)CC1
    -6 | -6 | 7

Grouped by structure: the entries above with a tert-butyl group (4)
Values in the order: mcGAS lum | hcGAS inh | NPYLR7 ag
> Cc1c(C(=O)Nc2nc3c(s2)CN(C(=O)OC(C)(C)C)CC3)oc2ccc(F)cc12
    -2 | 2 | 1
> CC(C)(C)c1cc2nc(-c3ccc(F)cc3)cc(C(=O)N3CCc4ccccc4C3)n2n1
    -9 | -7 | -3
> COc1cc(C(=O)NC2CCCCC2C(C)(C)C)ccc1OCC(N)=O (stereo unspecified)
    nt | -16 | -8
> CC(C)C(NC(=O)OC(C)(C)C)C(=O)NS(=O)(=O)c1cccnc1 (stereo unspecified)
    nt | -7 | 5

(more compounds)
Values in the order: mcGAS lum | hcGAS inh | NPYLR7 ag
> Cc1nc(SCc2ccc(C(=O)NCc3ccco3)cc2)nc(N2CCN(C)CC2)c1C
    -8 | -7 | 17
> CNC(=O)[C@@]1(OCc2ccc(F)cc2)CC(OCc2c(F)cccc2F)[C@H](O)[C@H](O)C1 (stereo partly specified)
    -7 | -2 | 4
> CCC(Cn1ccnc1)NC(=O)c1cccc(CC2CCNCC2)c1 (stereo unspecified)
    -3 | 2 | -4
> N#Cc1cc(C(=O)c2cccs2)c(C(F)(F)F)nc1SCC(N)=O
    -4 | -5 | -5
> O=C(NC1CC1)c1cc2n(n1)CCCN(C(=O)c1cc3sccc3[nH]1)C2
    0 | 1 | nt
> CN1CCCN(CCn2cccn2)CC12CCNCC2
    -5 | -15 | nt
> CCc1c(C)nc(-n2nc(C)cc2C)n(CC(=O)N2CCCCC2)c1=O
    -9 | -6 | 2

Screening results: PubChem, Fisher Drug Discovery Resource Center

No enrichment for hits. Share with any hit: about 0.29%.
